FUS yeast rescue = qHTS for Suppressors of FUS Proteinopathy: Primary screen using FUS-linked yeast assay | S. cerevisiae FUS-expressing, growth rescue, OD600, 24 h | Potency, µM (series often up to 76.6 µM), inactives show top-dose growth rescue (activation), actives largely listed as activators | hit rate 0.24% among 390,000;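 further: potency means the concentration at half of the fitted maximal effect; plate controls were DMSO vehicle for no effect and reference control for full effect; nearly all actives have a fitted effect of over 55% in size; some results filed as inactive show a strong effect at the top dose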
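Steps: raffinose overnight preculture; dilution to OD 0.005 in 2% galactose minimal medium; compound addition (concentration series); 24hr at 30C, 99% humidity; absorbance read at 600 nm.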
DRD3 antagonist = qHTS of D3 Dopamine Receptor Antagonist: qHTS; D3R cells, DiscoveRx beta-arrestin luminescence, antagonist mode; hits give low values; AID 652054, 2013; hit rate 2.5% among 360,000; max response, negative = inhibition, %; D(3) dopamine receptor (Homo sapiens), P35462; in the data active means max response below about -50%; inconclusive means no clear call, values can overlap the other calls; further: on the % scale 0 is the no-effect control and ±100 the full control effect; mostly tested at two doses, the higher about 12 µM
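Cells plated overnight at 1500 cells/well, then exposed to library compounds with dopamine controls for 90 minutes at 37 degrees C. DiscoveRx reagent added for 30–60 minutes at room temperature; luminescence read, quantitative HTS format.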
D3 ag = qHTS of D3 Dopamine Receptor Agonist: qHTS | hit rate 0.58% among 410,000 | D3R DiscoveRx beta-arrestin cells, luminescence, 90 min | AID 652048, 2013 | max activation, % | D(3) dopamine receptor (Homo sapiens), P35462; in the data active means max activation above about 30%; further: 0% is about no effect; mostly tested at two doses, the higher about 12 µM
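Agonist mode: compounds and dopamine controls were applied to plated cells for 90 min at 37 degrees C after an overnight attachment at 1500 cells/well. Luminescent read-out followed 30 - 60 minutes at room temperature with DiscoveRx detection reagent.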
EPAC2 antagonist = qHTS for Antagonist of cAMP-regulated guanine nucleotide exchange factor 2 (EPAC2): primary screen; Potency, µM (highest dose often 114 µM), without a hit: at the highest dose activity, negative = inhibition, most hits filed as inhibitors; EPAC2 GEF exchange of Rap1B-BODIPY-GDP, fluorescence; hit rate 0.18% among 360,000; AID 720708, 2013; Rap guanine nucleotide exchange factor 4 (Homo sapiens), Q8WZA2; further: potency means the concentration at half of the fitted maximal effect; on the % scale 0 is the no-effect control and ±100 the full control effect; nearly all actives have a fitted effect of over 45% in size; many of its hits are not listed in these tables
Target sequence (Q8WZA2 whole entry, looked up): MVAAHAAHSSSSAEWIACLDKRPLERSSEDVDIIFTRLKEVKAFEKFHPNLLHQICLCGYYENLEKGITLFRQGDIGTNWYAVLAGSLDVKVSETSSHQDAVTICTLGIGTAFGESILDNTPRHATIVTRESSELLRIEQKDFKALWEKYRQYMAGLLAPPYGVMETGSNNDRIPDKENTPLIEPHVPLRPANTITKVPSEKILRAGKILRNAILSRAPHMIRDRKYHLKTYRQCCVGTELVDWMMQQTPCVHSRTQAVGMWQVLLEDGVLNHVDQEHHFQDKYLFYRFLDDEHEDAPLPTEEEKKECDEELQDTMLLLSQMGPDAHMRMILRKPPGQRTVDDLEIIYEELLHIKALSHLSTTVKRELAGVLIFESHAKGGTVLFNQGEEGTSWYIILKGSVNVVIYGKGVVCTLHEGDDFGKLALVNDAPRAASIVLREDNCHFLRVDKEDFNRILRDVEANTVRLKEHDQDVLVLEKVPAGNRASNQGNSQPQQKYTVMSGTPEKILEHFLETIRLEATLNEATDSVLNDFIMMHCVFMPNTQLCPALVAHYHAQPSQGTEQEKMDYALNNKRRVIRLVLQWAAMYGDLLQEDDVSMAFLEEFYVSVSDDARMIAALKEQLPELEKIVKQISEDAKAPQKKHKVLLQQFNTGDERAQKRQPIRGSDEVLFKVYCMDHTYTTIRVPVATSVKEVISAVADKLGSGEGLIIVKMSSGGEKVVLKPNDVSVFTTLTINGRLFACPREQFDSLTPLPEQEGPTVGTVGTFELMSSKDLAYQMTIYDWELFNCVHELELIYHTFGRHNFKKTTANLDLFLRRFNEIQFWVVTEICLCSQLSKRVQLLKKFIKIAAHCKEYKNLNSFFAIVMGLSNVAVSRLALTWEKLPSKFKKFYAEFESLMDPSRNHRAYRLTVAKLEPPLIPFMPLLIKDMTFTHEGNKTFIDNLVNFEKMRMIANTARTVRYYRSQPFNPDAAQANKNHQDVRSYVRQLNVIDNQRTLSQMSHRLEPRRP
aSyn yeast inh = qHTS of alpha-syn Inhibitors | Potency, µM (titrated, usually from 46.1 µM), for inactives: at the highest dose growth rescue (activation), usual class: activators | hit rate 0.14% among 370,000 | AID 652106, 2013 | Yeast expressing alpha-synuclein, growth rescue, BacTiter-Glo, 24 h; further: potency means the concentration at half of the fitted maximal effect; % of control where 0% means no effect; nearly all actives have a fitted effect of over 65% in size
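Rescue of yeast growth: cells expressing toxic alpha-synuclein, induced in galactose at OD600 0.02, incubated with compound 24 h at 30 C. ATP luminescence quantified growth; inhibitors of toxicity appear as activators.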
Abeta yeast res = qHTS for compounds that reverse cellular toxicity of Amyloid beta (A-beta) peptide in yeast: Primary Screen; hit rate 0.063% among 410,000; Potency, µM (series often up to 46.1 µM), inactives show at the highest dose growth rescue, usual class: activators; AID 1347071, 2019; yeast expressing A-beta42, growth rescue, OD600, 48 h; response scale: 0% DMSO, 100% iron-clioquinol control; further: potency means the concentration at half of the fitted maximal effect; nearly all actives have a fitted effect of over 55% in size
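Growth rescue measured by 600 nm absorbance after 48 h yeast culture at 30 C with compound. Values normalized between DMSO and an equimolar ferric chloride plus clioquinol control.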
TDP-43 yeast inh = qHTS of TDP-43 Inhibitors; hit rate 1.8% among 410,000; TDP-43 expressing yeast growth rescue, BacTiter-Glo, 24 h; Potency, µM (titrated, usually from 46.1 µM), inactives show at the top dose growth rescue (activation), usual class: activators; further: potency means the concentration at half of the fitted maximal effect; % of control where 0% means no effect; nearly all actives have a fitted effect of over 50% in size
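Readout is BacTiter-Glo luminescence of cell growth, so inhibitors register as activators. TDP-43-expressing yeast at OD600=0.02 in galactose medium, after raffinose pregrowth to mid-log, were incubated with compound for 24 hr at 30 deg C.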
EPAC2 agonist = qHTS for Agonist of cAMP-regulated guanine nucleotide exchange factor 4 (EPAC2): primary screen | Rap guanine nucleotide exchange factor 4 (Homo sapiens), Q8WZA2 | EPAC2 activation, biochemical qHTS; response scale: 100% = 6.5 mM cAMP response | Potency, µM (series often up to 154 µM), for the others: at the top dose activation, hits mostly activators | hit rate 0.079% among 360,000 | AID 720711, 2013; further: potency means the concentration at half of the fitted maximal effect; nearly all actives have a fitted effect of over 50% in size
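Nucleotide exchange monitored as fluorescence drop when BODIPY-GDP leaves Rap1B. Reaction: 100 nM EPAC2, 250 nM RAP1B-BODIPY-GDP, 50 uM GDP, room temperature, kinetic read over 30 min. Activity expressed relative to 6.5 mM cAMP.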
* hit, by the source's call; ? = inconclusive; . = not tested or not shown; & = joins results of further samples; [ ] = another dose, or the depositor's remark. Unless noted, the call rests on the fitted dose curve; in most records, active means well fitted curve in the direction sought with a large enough effect; inconclusive means small, poorly fitted or top-dose-only effect, or another doubt; inactive means no such curve, though single readings can be large; an effect the other way counts as inactive or inconclusive.

SMILES	FUS yeast rescue	DRD3 antagonist	D3 ag	EPAC2 antagonist	aSyn yeast inh	Abeta yeast res	TDP-43 yeast inh	EPAC2 agonist
OCc1cnc(SCc2ccccc2)n1Cc1ccccc1	14%	-1	-10	4%	-1%	-13%	-19%[0.397 µM]	-6%
CN1CCc2nc(SCCOc3ccccc3)c(C#N)cc2C1	11%	-58*	-29	2%	10%	-1%	-7%	14%
CCc1ccc(NC(=O)C(=S)NC2CCCCC2)cc1	20%	-22	-6	-3%	-10%	6%	1%	19%
C=CCn1c(=O)[nH]c2cc(C(=O)N3CC=C(c4ccccc4)CC3)ccc2c1=O	37%	8	11	2%	-1%	0%	-27%	5%
Cc1ccc(C)c(CN2C(=O)c3ccccc3S(=O)c3ccc(C(=O)NCc4ccccc4Cl)cc32)c1 (stereo not given)	2%	.	-16	.	.	-4%	-25%	.
Cc1cc(C)c2c(C)c(C(=O)NCc3ccncc3)oc2c1	15%	23	-1	0%	2%	9%	14%	3%
CCOC(=O)N1CCc2c(sc3c2c(=O)n(-c2ccc(CC)cc2)c(=O)n3C)C1	-13%	.	7	.	.	-5%	9%	.
Cn1c(SCC(=O)Nc2nc3c(s2)CCCC3)nnc1-c1ccccc1	17%	26	-23	-1%	-2%	-5%	-23%	7%
C[C@H](O)CNC(=O)c1[nH]cnc1C(=O)N[C@@H](C)c1ccccc1	-21%	-5	1	2%	-5%	-9%	8%	1%
CC(C)(C)n1nnnc1CN1CCC(NC(=O)NC2CCCCC2)CC1	6%	11	2	9%	-10%	5%	9%	-5%
COc1ccc(Cl)cc1NC(=O)CSc1nc(-c2ccccc2)c2ccccc2n1	-20%	.	-2	.	.	-8%	1%	.
CCCCN(CCCC)C(=O)CCS(=O)(=O)c1ccc2c(c1)n(C)c(=O)c(=O)n2C	16%	3	0	-1%	-2%	-4%	0%	14%
O=c1c2cc3c(=O)n(-c4ccccc4O)c(=O)c3cc2c(=O)n1-c1ccccc1O	-34%	1	4	10%	-5%	7%	-1%	-8%
CCC1CCCCN1S(=O)(=O)c1ccc(NC(=O)c2snnc2C)cc1 (stereo not given)	20%	-3	4	-11%	-1%	1%	?	11%
Cc1cc(C)cc(NC(=O)N2CCC(NC(=O)c3ccc(F)cc3)CC2)c1	15%	-2	-3	-2%	7%	15%	19%	-6%
O=C(NCC(c1ccco1)N1CCc2ccccc21)c1ccccc1F (stereo not given)	25%	16	0	-7%	2%	-2%	7%	8%
Cc1ccccc1-n1c(SCC(=O)Nc2ccccc2Cl)nc2n[nH]c(C)c2c1=N	18%	33	5	?	6%	4%	9%	11%
CC(C)NC(=O)C1(C)CSCC(=O)N1CCOc1ccccc1 (stereo not given)	5%	4	-1	-9%	7%	-9%	18%	-8%
COc1ccc(C(=O)NCC(=O)OCC(=O)N2CCc3ccccc32)cc1	16%	10	2	2%	0%	-9%	-6%	7%
Cn1cc([N+](=O)[O-])c(C(=O)Nc2nc(-c3ccc(Cl)cc3)cs2)n1	-24%	0	-4	-3%	-16%	0%	1%	-1%
Cc1cccc(N(C)S(=O)(=O)c2ccc(-c3cc(C)no3)s2)c1	8%&32%	-12	-14&-18	-16%	13%	-36%&-4%[inhibitor]	27%	11%
COc1ccc(CCNC(=O)C2CC(O)CN2S(=O)(=O)c2ccc(Cl)cc2)cc1OC (stereo not given)	18%	0	-9	0%	-6%	-7%	-29%	7%
Cc1ccc2nc(SCC(=O)c3ccc(O)cc3O)[nH]c2c1	43%	17	-5	1%	5%	-4%	23%	5%
COc1ccc(NC(=O)CCCNC(=O)c2ccc(Cl)cc2)cc1S(=O)(=O)N1CCOCC1	3%	1	8	3%	-3%	-11%	-1%	11%
COc1cc(C2=CN(Cc3ccccc3)CCC2=O)cc(OC)c1OC	20%	-25	17	12%	1%	6%	15%	3%

Next section (2 carried over from the part before).
SMILES	FUS yeast rescue	DRD3 antagonist	D3 ag	EPAC2 antagonist	aSyn yeast inh	Abeta yeast res	TDP-43 yeast inh	EPAC2 agonist
COc1ccc(NC(=O)CCCNC(=O)c2ccc(Cl)cc2)cc1S(=O)(=O)N1CCOCC1	3%	1	8	3%	-3%	-11%	-1%	11%
COc1cc(C2=CN(Cc3ccccc3)CCC2=O)cc(OC)c1OC	20%	-25	17	12%	1%	6%	15%	3%
CN(C(=O)COc1ncnc2sccc12)C1CCCCC1	5%	11	12	-6%	0%[1.84 µM]	14%	7%	6%
O=C(COC(=O)c1ccc(N2CCCC2=O)cc1)c1ccc(OC(F)F)cc1	6%	5	8	-3%	2%	-3%	-15%	-1%
Cc1ccnc2nc(C(=O)Nc3nccs3)nn12	.	60	9	22%	-4%	-7%	0%	4%
CCOC(=O)C[n+]1c(C)ccc2c1CCC2	3%	-21	-1	13%	-7%	-3%	-10%	7%
CCc1ccc(NC(=O)CSc2ccc(-c3sc(-c4ccccc4)nc3C)nn2)cc1	-14%	.	9	.	.	8%	6%	.
CNc1ccc2ncc(-c3cccc(C(=O)N(C)C)c3)n2n1	-14%	3	10	-4%	-6%	-10%	11%	2%
O=C(NC1CC2CCCC(C1)N2C(=O)NC1CCCCC1)c1ccc(F)cc1 (stereo not given)	12%	-29	0	-1%	-3%	-4%	-11%	5%
CCOCCCN(C(=O)c1snc(C(N)=O)c1N)C(C(=O)NC1CCCC1)c1ccc(O)cc1 (stereo not given)	21%	-11	-5	5%	1%	3%	-20%	17%
Cc1c(C(=O)Nc2c(F)cccc2F)sc2ncn(CC(=O)N3CCCCC3)c(=O)c12	15%	-1	-5	-2%	1%	-1%	-3%	2%
O=C(NCc1cccs1)C1CC(=O)N(C2CCCC2)C1 (stereo not given)	8%	16	0	10%	-2%	-6%	-33%[inhibitor]	6%
Cc1n[nH]c(C)c1S(=O)(=O)N1CCN(C2CCCCC2)CC1	?	-8	-1	14%	-10%	-11%	-18%	0%
COCCn1c(-c2ccccc2)cnc1N	12%	-16	2	-5%	0%	8%	2%	8%
C(=C1c2ccccc2-c2ccccc21)c1ccncc1	23%	-19	2	-5%	21%	-87%[inhibitor]	?	18%
CN1CCC(C)(C(=O)Nc2cccc(Oc3ccccc3)c2)C1 (stereo not given)	-18%	2	-2	22%	-1%	-16%	28%	3%
COc1cc(S(=O)(=O)N2CCN(Cc3ccc4c(c3)OCO4)CC2)c(C)cc1C	1%	-6	-6	-1%	7%	12%	7%	22%
N#CCCN(Cc1ccccc1)C(=O)Nc1ccc(F)cc1	-4%	3	5	7%	-2%	-11%	-6%	6%
COC(=O)c1ccc(CN2CCN(CC=C(C)C)C(CCO)C2)cc1 (stereo not given)	-5%	-11	-23	8%	-1%	5%	-14%	2%
Cn1c(=O)c(C(=O)NCCCc2ccccc2)c(O)c2ccccc21	29%	33	2	1%	7%	-16%	13%	3%
Cc1ccc(NC(=S)Nc2ccccn2)cc1C	9%	-21	-1	6%	3%	24%	?	0%
Cc1ccc(CN2C(=O)CCC2(C)C(=O)NCc2cccnc2)cc1 (stereo not given)	-8%	21	11	10%	3%	14%	6%	4%
COc1ccc(C2/C(=C(/O)c3ccc4c(c3)CC(C)O4)C(=O)C(=O)N2CCCN2CCOCC2)cc1 (stereo not given)	10%	-10	0	4%	-3%	3%	-2%	15%
O=C1N(c2ccccc2)C2CS(=O)(=O)CC2N1c1ccc(Br)cc1 (stereo not given)	36%	-17	-9	-1%	-2%	-8%	-17%	4%
O=C(O)c1ccc(N=NN2CCCCC2)cc1	16%	13	5	1%	22%	-16%	15%[9.22 µM]	7%
CCc1ccccc1NC(=O)c1nnn(CC(=O)Nc2ccccc2C)c1N	-13%	11	0	7%	2%	15%	6%	3%
Cc1ccc(C)c(S(=O)(=O)N2CCN(C(=O)/C=C/c3ccco3)CC2)c1	33%	-4	4	4%	11%	14%	?	6%

(listing goes on)
SMILES	FUS yeast rescue	DRD3 antagonist	D3 ag	EPAC2 antagonist	aSyn yeast inh	Abeta yeast res	TDP-43 yeast inh	EPAC2 agonist
COc1ccc(-c2nc3nc(C)cc(C)n3n2)cc1	-10%	1	3	-5%	9%	0%	10%	0%
O=C(Cn1nc(-c2ccccc2)ccc1=O)NCCCN1CCOCC1	27%	7	5	6%	1%	-12%	10%	-2%
Nn1c(SCC(=O)Nc2nccs2)nnc1-c1ccccn1	7%	7	10	-4%	-11%	9%	-18%	10%
CSc1nc2c(c(=O)[nH]1)C(c1cccc(F)c1F)CC(=O)N2 (stereo not given)	14%	.	-23	.	.	-25%	-10%[9.22 µM]	.
CC(C)C(=O)Nc1nnc(SCC(=O)NCc2ccco2)s1	16%	12	1	-1%	2%	7%	3%	7%
Cc1cccc(NC(=O)CS(=O)(=O)c2cccc3nsnc23)c1	-6%	.	0	.	3%	2%	?	.
COc1ccc(OC)c(-n2c(SCC(=O)NCC3CCCO3)nc3ccccc3c2=O)c1 (stereo not given)	18%	-26	-8	-11%	-3%	-8%	-3%	3%
CC1(C(=O)NS(=O)(=O)c2cccc(F)c2)CCN1C(=O)CCc1ccccc1 (stereo not given)	-8%	17	8	9%	2%	6%	0%	6%
Cc1ccccc1CN1C(=O)[C@@H]2Cc3c([nH]c4ccccc34)C(C)(C)N2C1=O	-34%	.	.	-7%	.	1%	.	15%
CCOC(=O)C1CCCN(C(=O)c2cccc(S(=O)(=O)N(C)c3c(C)n(C)n(-c4ccccc4)c3=O)c2)C1 (stereo not given)	6%	-7	-1	-2%	-1%	4%	-18%	3%
COc1cc(NC(=O)c2onc(C)c2Cl)c(OC)cc1Cl	-4%	0	-8	6%	-1%	-15%	-13%	-5%
COc1ccc(NC(=O)COc2ccc(C(=O)OCC(=O)N(C)C3CCS(=O)(=O)C3)cc2OC)cc1 (stereo not given)	19%	-7	-12	5%	-3%	4%	5%[9.22 µM]	6%
CC(C)Cn1c(=O)c2sccc2n2c(CCCC(=O)N3CCN(c4ccc(F)cc4)CC3)nnc12	2%	.	-11	.	.	-15%	9%	.

The list is partial; the hit share may differ from the screen's.
